# GLP-1R agonist: activates the human GLP-1 receptor. hit rate 0.007% among 380,000. P43220. Potency, µM (series often up to 45.6 µM), for inactives: at the highest dose activation, hits mostly activators. HEK293 GLP-1R CRE-luciferase, luminescence, 4-6 h; cells express a hypersensitive GLP-1R form; also: potency is read from the fitted curve at half-maximal effect; % of control where 0% means no effect
# TDP43 rescue: rescues yeast growth from TDP-43 toxicity; Potency, µM (titrated, usually from 46.1 µM), inactives show at the highest dose growth rescue (activation), actives largely listed as activators; hit rate 1.8% among 410,000; TDP-43 expressing yeast growth rescue, BacTiter-Glo, 24 h; AID 652104; also: potency is read from the fitted curve at half-maximal effect; % of control where 0% means no effect; nearly all actives have a fitted effect of over 50% in size
#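 Readout is BacTiter-Glo luminescence of cell growth, so inhibitors register as activators. TDP-43-expressing yeast at OD600=0.02 in galactose medium, after raffinose pregrowth to mid-log, were incubated with compound for 24 hr at 30 deg C.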
# Abeta rescue: restores growth of yeast expressing A-beta42 peptide | AID 1347071 | yeast expressing A-beta42, growth rescue, OD600, 48 h; response scale: 0% DMSO, 100% iron-clioquinol control | hit rate 0.063% among 410,000 | Potency, µM (series often up to 46.1 µM), for inactives: at the top dose growth rescue, hits mostly activators; also: potency is read from the fitted curve at half-maximal effect; nearly all actives have a fitted effect of over 55% in size
#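 Growth rescue measured by 600 nm absorbance after 48 h yeast culture at 30 C with compound. Values normalized between DMSO and an equimolar ferric chloride plus clioquinol control.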
# PTHR1 ag: PTHR1 (human) receptor agonism. Q03431. HEK293 GP2 PTHR1 cells, GloSensor cAMP luminescence, 1 h. Potency, µM (top dose mostly 115 µM), inactives show top-dose activation, most hits filed as activators. hit rate 0.075% among 410,000. AID 743266; also: potency is read from the fitted curve at half-maximal effect; nearly all actives have a fitted effect of over 55% in size; some results filed as inactive show a strong effect at the top dose; inactives centre near -15; many of its hits are not listed in these tables
# Target sequence (Q03431 whole entry, looked up): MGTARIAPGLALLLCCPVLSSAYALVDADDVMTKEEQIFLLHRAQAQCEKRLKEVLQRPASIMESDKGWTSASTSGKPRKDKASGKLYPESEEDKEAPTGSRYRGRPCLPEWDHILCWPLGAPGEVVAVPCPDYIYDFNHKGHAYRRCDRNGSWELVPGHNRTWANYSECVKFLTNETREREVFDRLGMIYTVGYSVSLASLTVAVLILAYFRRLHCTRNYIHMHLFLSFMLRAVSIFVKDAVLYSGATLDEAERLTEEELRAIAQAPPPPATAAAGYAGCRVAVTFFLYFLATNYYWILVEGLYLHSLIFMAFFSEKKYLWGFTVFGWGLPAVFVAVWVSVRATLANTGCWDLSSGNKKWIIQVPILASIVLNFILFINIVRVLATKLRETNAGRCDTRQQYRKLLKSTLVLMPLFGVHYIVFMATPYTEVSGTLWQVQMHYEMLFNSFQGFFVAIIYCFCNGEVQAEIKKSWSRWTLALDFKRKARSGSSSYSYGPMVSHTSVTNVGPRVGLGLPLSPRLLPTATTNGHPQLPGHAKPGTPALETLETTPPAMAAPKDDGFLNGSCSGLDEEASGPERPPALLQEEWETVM
#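 HEK-293-derived GP2 cells expressing PTHR1 and a GloSensor cAMP reporter, 3,000/well, plated overnight, given luciferin plus IBMX (each 0.5 mM as added) for 1 h at 37 °C, then compound for 1 h at 37 °C. Luminescence was read after 15 min at room temperature.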
# DRD3 antagonist: D3 dopamine receptor (human) antagonism. P35462. D3R cells, DiscoveRx beta-arrestin luminescence, antagonist mode; stronger effect = lower value. max response, negative = inhibition, %. hit rate 2.5% among 360,000. AID 652054; in the data active = max response below about -50%; inconclusive = no clear call, values can overlap the other calls; also: % is scaled to controls: 0 for no effect and ±100 for the full control effect; mostly tested at two doses, the higher about 12 µM
# Target sequence (P35462 whole entry, looked up): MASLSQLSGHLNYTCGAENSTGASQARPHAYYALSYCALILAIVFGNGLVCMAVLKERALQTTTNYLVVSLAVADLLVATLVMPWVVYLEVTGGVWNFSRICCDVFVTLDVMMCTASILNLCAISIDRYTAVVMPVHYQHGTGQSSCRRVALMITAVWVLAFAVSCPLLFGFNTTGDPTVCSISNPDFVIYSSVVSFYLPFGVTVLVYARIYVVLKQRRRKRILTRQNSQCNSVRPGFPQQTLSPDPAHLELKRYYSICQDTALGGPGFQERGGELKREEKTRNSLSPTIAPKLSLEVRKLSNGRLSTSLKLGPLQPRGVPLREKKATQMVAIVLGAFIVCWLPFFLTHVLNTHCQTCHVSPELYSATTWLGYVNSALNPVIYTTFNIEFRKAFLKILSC
#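 Cells expressing the human receptor were seeded at 1500 cells/well, incubated overnight at 37 degrees C in 5% CO2, then exposed to library compounds with dopamine controls for 90 minutes at 37 degrees C before luminescent detection.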
# Akt phos inh: inhibitors of Akt phosphorylation; Neuro2A IGF-stimulated pAkt S473 HTRF, 20 min; stronger effect = lower value; activity change, % for hits at 50 µM; hit rate 0.32% among 360,000; AID 651550; in the data active = activity change below about -80%; inconclusive = mostly about -51% to -80%; also: % is scaled to controls: 0 for no effect and ±100 for the full control effect
#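 Single-point screen (50 µM final compound) in Neuro2A cells stimulated 20 min with 6 nM IGF at 37 deg C. After lysis, Ser473-phosphorylated Akt read by HTRF (ex 330 nm, em 615/665 nm) as the 665/615 ratio.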
# GLP1R inv ag: acts as inverse agonist at human GLP-1 receptor. HEK293 GLP-1R CRE-luciferase, luminescence, 24 h; GLP-1R form is constitutively active. Potency, µM (series often up to 38.3 µM), inactives show at the highest dose activity change, negative = inhibition, most hits filed as inhibitors. hit rate 1.6% among 410,000; also: potency is read from the fitted curve at half-maximal effect; % is scaled to controls: 0 for no effect and ±100 for the full control effect; nearly all actives have a fitted effect of over 55% in size
#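 Cells are plated, allowed 12 hours at 37 deg C, then treated with compounds for 24 hr before luciferase detection reagent is added and luminescence is read after 12 min at room temperature. The HEK293 line carries constitutively active GLP-1R with a cAMP-responsive reporter.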
# aSyn yeast inh: inhibitors of alpha-synuclein toxicity in yeast; Yeast expressing alpha-synuclein, growth rescue, BacTiter-Glo, 24 h; Potency, µM (highest dose often 46.1 µM), for inactives: top-dose growth rescue (activation), most hits filed as activators; hit rate 0.14% among 370,000; also: potency is read from the fitted curve at half-maximal effect; % of control where 0% means no effect; nearly all actives have a fitted effect of over 65% in size
#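 Screening used galactose-induced yeast with toxic alpha-synuclein levels, exposed to compound for 24 hr at 30 deg C. Cell growth, read with BacTiter-Glo luminescence, gave the measured signal.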
# FUS yeast rescue: suppressors of FUS proteinopathy in yeast. S. cerevisiae FUS-expressing, growth rescue, OD600, 24 h. AID 1347120. Potency, µM (top dose mostly 76.6 µM), inactives show top-dose growth rescue (activation), hits mostly activators. hit rate 0.24% among 390,000;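 also: potency is read from the fitted curve at half-maximal effect; plate controls were DMSO vehicle for no effect and reference control for full effect; nearly all actives have a fitted effect of over 55% in size; some results filed as inactive show a strong effect at the top dose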
#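 Yeast expressing FUS under galactose induction, OD 0.005 in 2% galactose medium; compounds in a dilution series, 24 h at 30C. Growth rescue by absorbance at 600 nm; CP55940 positive control, DMSO negative.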
# * hit, by the source's call; i = inactive; ? = inconclusive; nt = no result given; & = joins results of further samples; [ ] = another dose, or the depositor's remark. Unless noted, calls follow the shape of the dose curve; as a rule, active = well fitted curve in the direction sought with a large enough effect; inconclusive = small, poorly fitted or top-dose-only effect, or another doubt; inactive = no such curve, though single readings can be large; an effect the other way counts as inactive or inconclusive. This is a subset; rates above refer to the full screens.
# The line under a structure holds: GLP-1R agonist, TDP43 rescue, Abeta rescue, PTHR1 ag, DRD3 antagonist, Akt phos inh, GLP1R inv ag, aSyn yeast inh, FUS yeast rescue
CN(C)CCSc1nnc2sc3ccccc3n12
→ 0%, 9%, -9%, -12%[57.5 µM], ?, -106%*, -14%, 1%, 21%
CCOC(=O)CNC(=O)C1c2ccccc2C(=O)N(c2ccc(OC)cc2)C1c1ccc(OC)cc1 (configuration not stated)
→ -5%, 14%, -6%, i, -20, i, 0%, 0%, ?
COc1ccc(OCC(=O)Nc2ccc(NC(=O)c3ccco3)c(C)c2)cc1
→ 0%, -6%, -14%, 19%, -12, i, -1%, -4%, 19%
O=C(OCC(=O)N1CCCC1)c1ccco1
→ 15%, 4%, -2%, 4%[57.5 µM], ?, i, 4%, -8%, -33%
CC(C)C(=O)NC(c1ccc(N(C)C)cc1)c1c(O)ccc2ccccc12 (configuration not stated)
→ -3%, -11%, -7%, -22%, 2, i, 6%, 8%, 17%
Cc1ccc(S(=O)(=O)NC(=O)Nc2nnc(C3CC3)s2)cc1
→ 4%, -1%, -22%, -1%, 3, nt, 1%, nt, 5%
CC1CCCN(C(=O)c2ccc3c(c2)OCO3)C1 (configuration not stated)
→ -3%, -14%, 0%, ?, -18, i, 11%, -4%, 11%
C=CCn1c(SCC(=O)/C(C#N)=C(\C)N)nnc1C1CCCCC1
→ 15%, -16%, 5%, i, 2, nt, 0%, 2%, 21%
CCOc1cc(NC(=O)c2ccccc2C(=O)O)c(OCC)cc1NC(=O)c1ccccc1F
→ 2%, 17%, 6%, -13%, -7, i, 43%[activator], 3%, 29%
COc1ccc2nc(NC(=O)Cn3cnc4c(=O)n(C)c(=O)n(C)c43)sc2c1
→ -2%, -3%, 2%, i, 16, i, -12%, 5%, 7%
O=c1cc(CSc2ccc(Cl)cc2)nc(-c2ccccc2)[nH]1
→ 6%, -12%, -5%, -9%, -17, i, 5%, -4%, 7%
Cc1ccc(C(=O)CSc2nnc(-c3ccccc3)o2)cc1
→ 1%, 2%, -5%, -2%[57.5 µM], -10, i, 4%, 1%, -4%
CCCCCC(N)=O
→ 8%&2%, 0%, -4%, -3%, 11, i, 11%, 1%, -25%
CCc1nnc(NC(=O)c2cc(=O)c3cc(C)c(C)cc3o2)s1
→ nt, 0%, 0%, -6%, nt, nt, 7%, nt, 19%
CC(CCc1ccccc1)NC(=O)CNC(=O)COc1ccccc1 (configuration not stated)
→ 6%, 8%[9.22 µM], -2%, -16%, -10, i, 23%, 1%, 1%
Cn1c(Cc2csc(N)n2)nnc1SCC(=O)NC1CCCCC1
→ -5%, 15%, 14%, i, -57*, i, 7%, -2%, 18%
O=C(CC1C(=O)NCCN1Cc1c(F)cccc1Cl)NC1CCCC1 (configuration not stated)
→ 0%, -5%, 1%, i, 2, i, ?, 5%, 8%
CC(=O)Nc1ccc(NC(=O)COC(=O)/C(=C/c2ccccc2)n2nnnc2C)cc1
→ -12%, -16%, ?, -11%, 8, i, 5%, 2%, 15%
CCn1c(=S)sc2c(=O)n(CC(=O)Nc3cccc(Br)c3)c(C)nc21
→ 6%, 5%, -4%, -18%, -12, nt, -21%, -4%, -17%
O=C(NCCNC(=O)c1ccc(Cl)cc1Cl)c1cnccn1
→ 9%, 4%, -7%, i, -4, i, 6%, 2%, 0%
O=C(NCc1ccccc1)C1=C[C@H](C2CCCCC2)C[C@H](OCc2ccc(CO)cc2)O1
→ 0%, -8%, 3%, 17%, 71, i, ?, 5%, 9%
COC(=O)C[C@H]1C=C[C@@H](NS(=O)(=O)c2ccccc2)[C@@H](CO)O1
→ nt, 18%, -5%, -21%, 7, i, 12%, -8%, -8%
O=C(NCCc1ccccc1)c1ccc(-c2ccc(F)cc2)o1
→ 0%, 20µM*, 13%, i, 6, i, ?, 0%, 18%
O=c1cc(-c2ccco2)nc(SCc2cccc(Cl)c2)[nH]1
→ 8%, 5%, 7%, i, 14, i, -16%, -1%, -18%
CCN(CC(=O)Nc1c(F)cccc1F)C(=O)CN1C(=O)NC2(CCCC2)C1=O
→ 12%, -12%, 2%, -4%, 4, i, -6%, -10%, 9%
C[C@H](NC(=O)c1ccccc1Cl)C(=O)NCCc1ccc(S(N)(=O)=O)cc1
→ 6%, -13%, -5%, i, 8, i, 18%, -5%, 12%
O=C1C2C3CC(C(Br)C3Br)C2C(=O)N1c1ccccn1 (configuration not stated)
→ -9%, ?, 14%, -8%, 19, i, 3%, -10%, 30%
COC(=O)c1sc2nc(CN3CCN(c4ccc(OC)cc4)CC3)[nH]c(=O)c2c1C
→ -9%, 3%, 12%, i, -8, i, 3%, 1%, -1%
Cc1ccccc1-c1nc(-c2ccc(NC(=O)c3ccc(Br)o3)cc2)no1
→ -12%, -8%, 1%, -13%[57.5 µM], 46, i, -2%, -5%, 26%
CCOC(=O)c1sc(N2C(=O)C(O)=C(C(=O)c3ccco3)C2c2ccc([N+](=O)[O-])cc2)nc1C (configuration not stated)
→ 1%, 5%, 3%, -27%, -20, i, ?, 0%, ?
Cc1c(C(=O)NCCSc2ccc(Cl)cc2)cccc1[N+](=O)[O-]
→ 4%, 19%, -56%[inhibitor], -23%, -8, i, ?, 13%, 9%
CCCc1cc2c(cc1NC(=O)c1ccc(C)cc1)OCO2
→ -14%, -6%, 3%, i, 17, i, -21%, -5%, 6%
COCCCNc1ncnc2sc3c(c12)CCC(C)C3 (configuration not stated)
→ 15%, ?, -21%, -57%[inhibitor][57.5 µM], 2, i, ?, -1%, 22%
CCOC(=O)Cc1ccc(NC(=O)N(Cc2ccc(CC)cc2)Cc2cn[nH]c2-c2ccc(OC)cc2)cc1
→ nt, 16%, -7%, 0%, nt, nt, ?, nt, 35%
O=C(O)CN1CCN(Cc2ccccc2Cl)C1=O
→ 9%, -20%, 3%, -9%, -12, i, 0%, 1%, 6%
O=C1OC[C@@H]2CCCN2C(=O)[C@@H](CC(=O)N(CCO)Cc2ccccc2)C/C=C\CC[C@H]1Cc1ccc(F)cc1
→ -7%, -5%, 8%, -2%, -14, i, ?, 4%, ?
O=C(c1cccc(S(=O)(=O)N2CCc3ccccc32)c1)N1CCN(c2ccccc2)CC1
→ 14%, -22%, -18%, -80%[inhibitor], -1, i, ?, 10%, ?
CCN1CCN(CCCNC(=O)CNC(=O)c2nn(-c3ccc(OC)cc3OC)c(=O)c3ccccc23)CC1
→ 9%, -1%, 3%, i, 7, i, 1%, -3%, ?
CCCCn1c(=O)nc2n(-c3ccc(C)cc3)c3ccccc3cc-2c1=O
→ -1%, 6%, 0%, -9%, 1, i, -7%, 1%, 10%
O=c1[nH]c2ccccc2nc1/C=C/c1ccc(O)cc1
→ 25%, -26%, -16%, -11%, 15, i, 39%[activator], -14%, 25%
Fc1ccccc1N1CCN(c2c3c(nc4nncn24)CCC3)CC1
→ nt, ?, -14%, -33%[inhibitor], nt, nt, 11%, nt, 12%
COc1ccc(NC(=O)c2cc3c(=O)n(C)c4ccccc4c3n2C)cc1Cl
→ 8%, -7%, -14%, -4%, -9, i, 5%, 1%, -16%
COc1cc(-c2noc(C)c2C(=O)NCCCN2CCCC2=O)cc(OC)c1OC
→ 1%, -1%, -1%, -9%, ?, i, 1%, 0%, -22%
O=C(NCc1ccccn1)c1ccc(NS(=O)(=O)c2ccccc2)cc1
→ 14%, 6%, -5%, 2%, 2, i, 51%[activator], -2%, 13%
CC(C)C(OC(=O)c1cccc(S(=O)(=O)NCC(F)(F)F)c1)C(=O)NC(N)=O (configuration not stated)
→ 0%, -25%[9.22 µM], -7%, -75%[inhibitor], 4, i, -12%, 0%, 17%
CCOC(=O)N1CCN(C(=O)C[C@@H]2C[C@@]3(C(=O)OC)CCCCC=C3N(CCC3=CCCCC3)C2=O)CC1
→ 3%, 0%, 1%, -31%[inhibitor], 19, i, ?, 15%, ?
Cc1ccc2c(c1)S/C(=C\c1cccc[n+]1C)N2CCO
→ -9%, 9%, -16%, i, 22, i, -25%, 0%, -12%
CC(C)(C)C1CCc2onc(C(=O)Nc3sc4c(c3C(N)=O)CCCC4)c2C1 (configuration not stated)
→ nt, 33%, -9%, i, nt, nt, 5%, nt, 1%
Cc1ccc(C2C3=C(CCCC3=O)Nc3nc(SCC(=O)NCc4ccco4)[nH]c(=O)c32)cc1 (configuration not stated)
→ -2%, 5%, 5%, i, 2, i, 3%, 9%, nt
CC1=C(C)CC(C(=O)Nc2nccs2)C(C(=O)O)C1 (configuration not stated)
→ -5%, 5%, 0%, i, 12, i, 18%, -4%, -2%
Cc1nc(NC(=O)C2CC2)sc1C(=O)Nc1ccc(Br)cc1
→ 13%, 17%, 2%, -28%, -19, i, ?, -1%, 12%
CC(=O)C1=C(C)Nc2ncnn2C1c1ccc(O)cc1 (configuration not stated)
→ 1%, 10%, 2%, i, -4, i, -1%, -3%, -22%
COc1ccc(C)cc1S(=O)(=O)N1CCC(C)CC1
→ 27%, 19%, -1%, -20%[57.5 µM], -28, i, 8%, 7%, 17%
CN1CCc2c(sc(NC(=O)Cc3ccccc3)c2C(N)=O)C1
→ -1%, 1%, 5%, i, -27, i, 0%, -1%, -14%
CCOC(=O)c1cccc(NC(=O)c2oc3c(c2C)-c2nn(CC)cc2CC3)c1
→ nt, -2%, -28%, 1%, nt, nt, 4%, nt, 44%
CN1CCN(c2cc(-c3ccc4ccccc4c3)nc3ccnn23)CC1
→ -2%, 14%, -18%, -3%, -2, i, 28%, -1%, 3%
CC(=O)c1cc2c(cc1NC(=O)Nc1cccc(Cl)c1)OCCO2
→ 1%, 16%, 8%, i, 15, i, -19%, -2%, 7%
COCCNC(=O)c1onc(CSc2cccc(OC)c2)c1C(=O)O
→ 2%, 20%, 2%, 7%, 0, i, 5%, 1%, -20%
